Assay outcomes as filed in PubChem.
LDHA block – inhibitors of human lactate dehydrogenase A | P00338 | purified LDHA, NADH/diaphorase-resazurin fluorescence; stronger effect = lower value | activity change, % (values are at about 110 or 230 µM) | hit rate 0.15% among 480,000 | AID 1347041; in the data active means activity change below about -30%; inconclusive means mostly about -25% to -30%;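 further: plate controls were DMSO wells for no effect and wells without enzyme for full effect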
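Remaining NADH was detected by diaphorase (0.133 mg/mL) converting 37 µM resazurin to fluorescent resorufin, read at 0 and 20 minutes. The preceding 5-minute room-temperature reaction used 2 nM LDHA, 0.2 mM sodium pyruvate and 0.06 mM NADH at pH 7.4.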
POLK inh – DNA polymerase kappa (human) inhibition | Q9UBT6 | purified Pol kappa, fluorescent DNA synthesis assay, 10 min | Potency, µM (doses to about 107 µM), for inactives: at the top dose activity, negative = inhibition, usual class: inhibitors | hit rate 0.53% among 400,000 | AID 588579; further: potency means the concentration at half of the fitted maximal effect; on the % scale 0 is the no-effect control and ±100 the full control effect
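Pol kappa 10 nM + cpd, 15 min RT; start w/ substrate 50 nM final; fluorescence kinetic read, 0 and 10 min. Neg ctrl: buffer, no enzyme.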
Pol eta inh – DNA polymerase eta (human) inhibition | Potency, µM (titrated, usually from 114 µM), for inactives: at the highest dose activity change, negative = inhibition, actives largely listed as inhibitors | recombinant Pol eta, fluorescent DNA replication assay | AID 588591 | hit rate 1.2% among 390,000 | Q9Y253; further: potency means the concentration at half of the fitted maximal effect; on the % scale 0 is the no-effect control and ±100 the full control effect
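Pol eta at 10 nM preincubated with compounds 15 min at room temperature; reaction started with fluorescent substrate (50 nM final) and read kinetically at 0 and 10 min.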
POLI inh – DNA polymerase iota (human) inhibition; Q9UNA4; Pol iota fluorescent replication assay, 10 min; Potency, µM (titrated, usually from 115 µM), for inactives: at the top dose activity, negative = inhibition, hits mostly inhibitors; hit rate 1% among 390,000; further: potency means the concentration at half of the fitted maximal effect
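Pol iota at 10 nM preincubated 15 min with compounds at room temperature; reaction started with fluorescent substrate, 50 nM final. Fluorescence read kinetically at 0 and 10 min; buffer-only wells as negative control.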
BLM inh – Bloom syndrome helicase (human) inhibition | P54132 | recombinant BLM DNA unwinding, fluorescence dequenching | Potency, µM (highest dose often 56.1 µM), for inactives: top-dose activity change, negative = inhibition, most hits filed as inhibitors | hit rate 0.2% among 350,000 | AID 2528;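 further: potency means the concentration at half of the fitted maximal effect; plate controls were vehicle for no effect and no enzyme for full effect; nearly all actives have a fitted effect of over 35% in size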
Target sequence (P54132 whole entry, looked up): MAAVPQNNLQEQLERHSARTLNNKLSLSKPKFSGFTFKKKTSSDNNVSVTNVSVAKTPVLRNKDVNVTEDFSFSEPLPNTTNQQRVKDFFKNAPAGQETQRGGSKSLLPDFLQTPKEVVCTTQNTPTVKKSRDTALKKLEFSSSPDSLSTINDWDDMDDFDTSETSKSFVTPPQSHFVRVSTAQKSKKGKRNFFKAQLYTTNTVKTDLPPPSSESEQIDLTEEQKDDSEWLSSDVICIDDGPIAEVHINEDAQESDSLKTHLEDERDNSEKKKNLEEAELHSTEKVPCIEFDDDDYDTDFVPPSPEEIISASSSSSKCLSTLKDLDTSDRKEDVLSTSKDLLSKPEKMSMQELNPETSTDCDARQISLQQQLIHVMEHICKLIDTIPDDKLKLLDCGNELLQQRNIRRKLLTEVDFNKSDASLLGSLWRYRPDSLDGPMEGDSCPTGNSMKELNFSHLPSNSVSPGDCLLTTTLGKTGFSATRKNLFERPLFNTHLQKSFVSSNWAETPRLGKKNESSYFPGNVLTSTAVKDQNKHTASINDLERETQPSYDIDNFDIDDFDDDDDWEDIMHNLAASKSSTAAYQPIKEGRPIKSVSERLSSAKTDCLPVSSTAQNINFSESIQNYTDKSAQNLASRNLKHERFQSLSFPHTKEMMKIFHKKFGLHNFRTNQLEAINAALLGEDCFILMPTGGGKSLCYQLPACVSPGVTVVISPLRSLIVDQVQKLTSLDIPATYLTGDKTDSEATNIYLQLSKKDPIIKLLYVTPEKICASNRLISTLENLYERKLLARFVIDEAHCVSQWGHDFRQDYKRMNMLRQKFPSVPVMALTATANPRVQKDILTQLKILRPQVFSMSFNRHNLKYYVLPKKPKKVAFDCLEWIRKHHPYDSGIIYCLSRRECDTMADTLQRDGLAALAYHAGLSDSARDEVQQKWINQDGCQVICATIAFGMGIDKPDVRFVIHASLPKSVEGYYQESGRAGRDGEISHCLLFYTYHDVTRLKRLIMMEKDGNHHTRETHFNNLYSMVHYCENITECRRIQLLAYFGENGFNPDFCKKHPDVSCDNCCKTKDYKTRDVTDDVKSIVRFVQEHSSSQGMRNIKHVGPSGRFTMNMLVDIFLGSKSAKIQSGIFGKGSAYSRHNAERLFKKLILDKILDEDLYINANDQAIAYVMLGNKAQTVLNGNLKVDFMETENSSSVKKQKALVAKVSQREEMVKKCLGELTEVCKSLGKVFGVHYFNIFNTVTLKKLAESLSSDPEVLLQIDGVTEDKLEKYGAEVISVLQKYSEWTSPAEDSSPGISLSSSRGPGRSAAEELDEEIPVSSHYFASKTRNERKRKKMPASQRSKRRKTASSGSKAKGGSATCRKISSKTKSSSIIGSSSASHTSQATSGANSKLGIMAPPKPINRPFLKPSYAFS
APE1 inh – blocks human APE1 abasic DNA cleavage; P27695; recombinant APE1, TAMRA/BHQ-2 abasic DNA cleavage fluorescence; Potency, µM (titrated, usually from 65.8 µM), inactives show at the top dose activity change, negative = inhibition, usual class: inhibitors; hit rate 0.35% among 350,000; AID 2517;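 further: potency means the concentration at half of the fitted maximal effect; plate controls were vehicle for no effect and reference inhibitor for full effect; nearly all actives have a fitted effect of over 55% in size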
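Step 1: APE1 (0.75 nM) with compound, 15 min RT. Step 2: add 50 nM fluorophore/quencher THF duplex. Step 3: three fluorescence reads 60 s apart (525/598 nm); read 3 minus read 1 = reaction progress.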
GRP78 ERSR act – ER stress response induction in glioma; U87-MG GRP78 promoter luciferase reporter, 16 h; Potency, µM, for the others: top-dose activation, most hits filed as activators; hit rate 0.02% among 420,000; further: potency means the concentration at half of the fitted maximal effect; series mostly up to about 76 µM; % of control where 0% means no effect; nearly all actives have a fitted effect of over 35% in size
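Stably transfected U87-MG human glioma cells carrying a GRP78-based luminescent sensor were seeded at 1000 cells/well, pin-dosed with compounds and incubated 16 h. Luciferase reagent was then added, and end-point luminescence was read after 10 min at room temperature.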
Pol beta inh – DNA polymerase beta (human) inhibition; Pol beta primer extension/strand displacement, fluorescence kinetic; Potency, µM (highest dose often 114 µM), without a hit: at the highest dose activity change, negative = inhibition, usual class: inhibitors; P06746; AID 485314; hit rate 1.3% among 340,000; further: potency means the concentration at half of the fitted maximal effect; on the % scale 0 is the no-effect control and ±100 the full control effect
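Curves were derived by four-parameter Hill fits of normalized qHTS data. The kinetic fluorescent primer-extension read was taken at 0 and 10 min after 50 nM substrate, following a 15 min room-temperature preincubation of 10 nM enzyme with compounds.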
Apoferritin bind – binds horse apoferritin like a general anesthetic; P02791; apoferritin/1-aminoanthracene competitive binding, fluorescence; Potency, µM (highest dose often 77.5 µM), without a hit: at the top dose activity change, negative = displacement, most hits filed as inhibitors; hit rate 0.074% among 350,000; AID 485281; further: potency means the concentration at half of the fitted maximal effect; on the % scale 0 is the no-effect control and ±100 the full control effect; nearly all actives have a fitted effect of over 20% in size
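Horse-spleen apoferritin (10 uM) in 50% saturated 1-aminoanthracene in PBS was incubated 10 min at room temperature with compound. Fluorescence (ex 380, em 535 nm) was normalized to free and bound 1-AMA, with concentration-response fitted by a four-parameter Hill equation.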
* marks the source's active call; other numbers are inactive results; [ ] = dose if it differs, or a comment. Unless noted, the call rests on the fitted dose curve; in most records, active means well fitted curve in the direction sought with a large enough effect; inconclusive means small, poorly fitted or top-dose-only effect, or another doubt; inactive means no such curve, though single readings can be large; an effect the other way counts as inactive or inconclusive. The list is partial, so the mix of outcomes need not match the whole.

For COc1ccc(Cl)cc1NC(=O)CN(C)C(=O)c1ccc(OCc2ccccc2)c(OC)c1 the results were LDHA block 1.6, POLK inh -7.8%, Pol eta inh -17.4%, POLI inh 4.0%, APE1 inh 6.7% and GRP78 ERSR act -1.6%.
CC(C)(C)OC(=O)N1Cc2ccccc2C[C@H]1C(=O)NCC(=O)NC1CCCCC1 was read as LDHA block -1.0, POLK inh 6.3%, Pol eta inh -11.2%, POLI inh 36.9%[activator], BLM inh -0.7%, APE1 inh -0.6%, GRP78 ERSR act -1.9%, Pol beta inh 10.4% and Apoferritin bind -11.6%.
`C=CCn1c(SCC(=O)NC2CCCC2)nnc1-c1cccnc1` gave LDHA block -0.7, POLK inh -6.8%, Pol eta inh -1.3%, POLI inh 39.0%[activator], BLM inh -0.9%, APE1 inh 10.9%, GRP78 ERSR act 0.3%, Pol beta inh -6.9% and Apoferritin bind 0.8%.
For COCCN1Cc2cccc(C(=O)Nc3ccc4c(c3)OCCO4)c2C1=O the results were LDHA block 0.5, POLK inh 7.7%, Pol eta inh -8.4%, POLI inh 2.8%, BLM inh 3.9%, APE1 inh -3.0%, GRP78 ERSR act -7.1%, Pol beta inh 17.5% and Apoferritin bind -3.4%.
`O=C(NS(=O)(=O)N1CCOCC1)C1=C(N2CCCC2)COC1=O` gave LDHA block -2.7, POLK inh 1.8%, Pol eta inh -9.5%, POLI inh -16.3%, APE1 inh 3.3% and GRP78 ERSR act -1.6%.
For Cc1ccc2c(C)c(C(=O)N(Cc3ccc(F)cc3)C3CCS(=O)(=O)C3)oc2c1 (centres undefined) the results were LDHA block -0.4, POLK inh -2.7%, Pol eta inh -3.6%, POLI inh -6.7%, BLM inh -5.0%, APE1 inh -27.1%, GRP78 ERSR act -2.5%, Pol beta inh -4.7% and Apoferritin bind -5.6%.
For Cc1cccc(NC(=O)CSc2nc3ccc(N4C(=O)c5ccccc5C4=O)cc3s2)c1C the results were LDHA block 2.3, POLK inh -8.9%, Pol eta inh -17.8%, POLI inh 33.7%, BLM inh -1.8%, APE1 inh -1.5%, GRP78 ERSR act -5.0%, Pol beta inh 12.8% and Apoferritin bind -13.6%.
`Nc1nnc2c(n1)CCCC2` gave LDHA block 12.1, POLK inh -7.2%, Pol eta inh inconclusive, POLI inh inconclusive, BLM inh -20.3%, APE1 inh -9.0%, GRP78 ERSR act -5.6%, Pol beta inh 7.0% and Apoferritin bind -7.0%.
Screening COc1cccc(N2CCN(C(=O)c3cc4c(=O)n(Cc5cccnc5)ccc4nc3C)CC2)c1 returned LDHA block 0.6, POLK inh 8.0%, Pol eta inh -9.6%, POLI inh 13.2%, BLM inh 2.1%, GRP78 ERSR act -2.4%, Pol beta inh 9.4% and Apoferritin bind -8.8%.
`CCN(CC)C(C(=O)Nc1ccc(C(C)C)cc1)c1ccc2c(c1)OCO2` (centres undefined) gave LDHA block -3.8, POLK inh -12.2%, Pol eta inh -23.4%, POLI inh -2.6%, BLM inh -7.1%, APE1 inh 2.0%, GRP78 ERSR act -3.2%, Pol beta inh 0.0% and Apoferritin bind -22.2%.

Molecules listed so far that have a halogen:
For COc1ccc(Cl)cc1NC(=O)CN(C)C(=O)c1ccc(OCc2ccccc2)c(OC)c1 the results were LDHA block 1.6, POLK inh -7.8%, Pol eta inh -17.4%, POLI inh 4.0%, APE1 inh 6.7% and GRP78 ERSR act -1.6%.
For Cc1ccc2c(C)c(C(=O)N(Cc3ccc(F)cc3)C3CCS(=O)(=O)C3)oc2c1 (centres undefined) the results were LDHA block -0.4, POLK inh -2.7%, Pol eta inh -3.6%, POLI inh -6.7%, BLM inh -5.0%, APE1 inh -27.1%, GRP78 ERSR act -2.5%, Pol beta inh -4.7% and Apoferritin bind -5.6%.

The listing continues:
`CCc1ccc(OCC(=O)NC(=S)Nc2cccc(CO)c2)c(Br)c1` gave LDHA block 1.4, POLK inh -3.3%[60.1 µM], Pol eta inh 3.4%, POLI inh 14.1%, BLM inh -2.4%, APE1 inh -2.6%, GRP78 ERSR act 3.7%, Pol beta inh -2.1% and Apoferritin bind inconclusive.
Screening O=C(Nc1cccc(S(=O)(=O)NC2=NCCC2)c1)c1ccccc1OC(F)F returned LDHA block -1.0, POLK inh -17.4%, Pol eta inh -5.5%, POLI inh 6.3%, APE1 inh 3.1% and GRP78 ERSR act -1.5%.
Screening CC(C)C(NC(=O)CCNC(=O)c1ccccc1Cl)c1nc2ccccc2[nH]1 (centres undefined) returned LDHA block -5.0, POLK inh 3.3%, Pol eta inh -20.8%, POLI inh 8.3%, APE1 inh -5.3% and GRP78 ERSR act -3.9%.
Cc1cccc(/C=C2\Sc3ccc(C(=O)N4CCC(C(N)=O)CC4)cc3N(C)C2=O)c1 was read as LDHA block -1.3, POLK inh -1.4%, Pol eta inh -12.2%, POLI inh -8.3%, BLM inh -0.5%, APE1 inh -8.5%, GRP78 ERSR act -0.7%, Pol beta inh 40.8% and Apoferritin bind -15.4%.
`COCC(=O)N(CCc1ccc(OC)c(OC)c1)Cc1nc2ccccc2c(=O)[nH]1` gave LDHA block 2.3, POLK inh -9.3%, Pol eta inh -11.2%, POLI inh 0.8%, BLM inh -0.1%, APE1 inh 13.8%, GRP78 ERSR act -4.1%, Pol beta inh 30.4% and Apoferritin bind -7.5%.
Screening Cc1ccc(Cn2c(=O)cc(C(=O)O)c3ccccc32)cc1 returned LDHA block 1.7, POLK inh -3.8%, Pol eta inh -15.4%, POLI inh 28.4%, BLM inh 3.5%, APE1 inh -3.5%, GRP78 ERSR act -3.2%, Pol beta inh 27.3% and Apoferritin bind -10.2%.
Screening CCOC(=O)c1ccc(NC(=O)CSc2nnc(Cc3cccs3)n2C)cc1 returned LDHA block -2.6, POLK inh -18.5%, Pol eta inh inconclusive, POLI inh -11.9%, BLM inh -1.5%, APE1 inh -2.1%, GRP78 ERSR act -3.2%, Pol beta inh -23.2% and Apoferritin bind 5.0%.
Screening CCCOc1ccc(CN(CCO)CCO)cc1[N+](=O)[O-] returned LDHA block 0.9, POLK inh 5.1%, Pol eta inh 10.6%, POLI inh 26.7%, BLM inh -1.2%, APE1 inh 0.0%, GRP78 ERSR act 4.1%, Pol beta inh 17.7% and Apoferritin bind -6.4%.
For CC(=O)N1c2ccc(S(=O)(=O)N3CCC(C(=O)Nc4cccc(C(F)(F)F)c4)CC3)cc2CC1C (centres undefined) the results were LDHA block -2.5, POLK inh -13.7%, Pol eta inh -9.2%, POLI inh -5.9%, BLM inh -5.5%, APE1 inh 43.3%, GRP78 ERSR act -5.4%, Pol beta inh -18.6% and Apoferritin bind -15.1%.
`COc1ccc(OC)c(CCNC(=O)CCCC(=O)n2ncc3cc(C)ccc32)c1` gave LDHA block -0.9, POLK inh 5.3%, Pol eta inh -13.4%, POLI inh -16.4%, BLM inh 1.5%, APE1 inh 61.7%[activator], GRP78 ERSR act -3.8%, Pol beta inh -3.6% and Apoferritin bind inconclusive.
COc1ccc(C(=O)Nc2nnc(S(=O)(=O)N3CCN(c4ccc(F)cc4)CC3)s2)cc1 was read as LDHA block -3.8, POLK inh -17.3%, Pol eta inh -7.3%, POLI inh 16.3%, BLM inh -11.8%, GRP78 ERSR act -2.9%, Pol beta inh 17.2% and Apoferritin bind -3.8%.
O=C(NCCc1ccccc1)C(=O)NCC(c1ccco1)S(=O)(=O)c1ccccc1 (centres undefined) was read as LDHA block -1.7, POLK inh -11.0%[60.1 µM], Pol eta inh -10.0%, POLI inh -22.3%, BLM inh 0.3%, GRP78 ERSR act -4.6%, Pol beta inh 8.7% and Apoferritin bind 4.0%.
For CCOc1ccc(N(CC(=O)NC2CCCCC2)C(=O)CCC(=O)Nc2nc(C)cs2)cc1 the results were LDHA block 0.2, POLK inh -4.5%, Pol eta inh -2.7%, POLI inh 25.2%, BLM inh -4.5%, APE1 inh 32.9%[12.4 µM], GRP78 ERSR act -5.7%, Pol beta inh -0.8% and Apoferritin bind -10.6%.
Screening CC(C)c1ccc(NC(=O)C(c2ccc3c(c2)OCO3)N2CCC3(CC2)OCCO3)cc1 (centres undefined) returned LDHA block 0.0, POLK inh -6.1%, Pol eta inh -9.3%, POLI inh 8.0%, BLM inh -12.1%, APE1 inh -3.0%, GRP78 ERSR act -3.8%, Pol beta inh 0.1% and Apoferritin bind -16.2%.
For Cc1ccccc1-n1nnnc1SCCCC(=O)c1ccc(F)cc1 the results were LDHA block -12.6, POLK inh -11.1%, Pol eta inh -5.7%, POLI inh -15.0%, BLM inh -6.3%, APE1 inh 6.7%, GRP78 ERSR act -1.3%, Pol beta inh -13.6% and Apoferritin bind 4.1%.
For CCOC(=O)c1sc(-c2cccc([N+](=O)[O-])c2)cc1N the results were LDHA block -7.5, POLK inh -13.4%, Pol eta inh -0.4%, POLI inh 88.9%[activator], BLM inh -4.5%, APE1 inh 0.6%, GRP78 ERSR act 0.8%, Pol beta inh 15.3% and Apoferritin bind -19.2%.
Screening Cc1cccc(-n2c(=O)c3c4c(sc3n3c(=S)[nH]nc23)CCC4)c1 returned LDHA block -3.6, POLK inh 2.5%, Pol eta inh -22.6%, POLI inh -8.8%, BLM inh -5.1%, APE1 inh -5.3%, GRP78 ERSR act -2.5%, Pol beta inh 28.8% and Apoferritin bind -5.1%.
For Cc1ccccc1C(=O)NC(C)C(c1cccs1)N1CCOCC1 (centres undefined) the results were LDHA block -1.5, POLK inh 6.4%, Pol eta inh -4.4%, POLI inh 13.6%, BLM inh 2.1%, APE1 inh 1.0%, GRP78 ERSR act -3.6%, Pol beta inh -16.6% and Apoferritin bind -1.4%.
